All columns: NCI-60 one-dose screen, growth in % after 48 h at 10 µM unless noted; 100 = growth as untreated, 0 = no growth, -100 = all killed.
MOLT-4 – MOLT-4 leukemia cells; 80,000 tested, 6.9% active
BT-549 – BT-549 breast cancer; 78,000 tested, 4.4% active; AID 1794793
SR – SR leukemia cells; 73,000 tested, 8.7% active; AID 1794780
MCF7 – MCF7 breast cancer; 82,000 tested, 6.3% active; AID 1794796
MDA-MB-468 – MDA-MB-468 breast cancer | 78,000 tested, 8.5% active | AID 2202374
MDA-MB-435 – MDA-MB-435 melanoma; 82,000 tested, 7.8% active; AID 1794794
MDA-MB-231 – MDA-MB-231 breast cancer. 81,000 tested, 5% active
K-562 – K-562 leukemia | 78,000 tested, 7.4% active
* = called active by the depositor; nt = not tested or not shown; & = joins results of further samples; ! = not active in a repeat; [ ] = another dose, or the depositor's remark. How the source made its calls: active means growth percent below 10; inactive means the rest.

Compound,MOLT-4,BT-549,SR,MCF7,MDA-MB-468,MDA-MB-435,MDA-MB-231,K-562
O/N=C(\CSc1nnc(-c2ccc(Cl)cc2)o1)c1ccccc1,74,98,90,90,89,106,91,96
COc1cccc(/C=C/C(=N/O)c2cc3ccccc3oc2=O)c1OC,90,98,71,48,92,113,93,83
COC(=O)CN/C(CCCO)=C(/C#N)C1Nc2ccccc2N1C (centres undefined),86,108,82,110,nt,111,109,90
O=C1CNC(c2ccccc2Cl)N1O (centres undefined),84,106,83,nt,113,104,91,93
CCOC(=O)c1sc(NS(=O)(=O)c2ccccc2)nc1C,76,nt,102,96,106,126,107,144
COc1cccc(/C=N\NC(=S)N/N=C/c2cccc(OC)c2OC)c1OC,96&106,95&95,96&87,89&94,121&108,101&111,97&94,98&98
O=C(CC(=O)Nc1cccc(C(=O)O)c1)Nc1cccc(C(=O)O)c1,103,99,nt,101,108,87,104,111
Clc1c(Cl)c(Cl)c(SCN(c2ccccc2)c2ccccc2)c(Cl)c1Cl,85,111,88,95,134,nt,86,89
COC(=O)C(CCC(C(=O)OC)N1C(=O)c2ccccc2C1=O)N1C(=O)c2ccccc2C1=O (centres undefined),82,99,83,99,107,117,118,99
O=C(CCl)n1c(-c2ccccc2)nc2ccccc21,103,89,nt,88,94,101,98,105
Cc1cc(O)c2c3c(n([C@@H](CCCCNC(=O)C(F)(F)F)C(=O)O)c(=O)c2c1)C(=O)c1c(OC2CC(O)[C@@H](O)[C@H](C)O2)cccc1C3=O (some centres undefined),94,96,91,80,119,106,95,103
CC1(C)C(=O)CCC2(C)C1=CCC1C2C(=O)CC2(C)C1CCC2(O)C(=O)CO (centres undefined),120,111,117,96,101,103,93,101
C/C(=N\Nc1ncc(-c2ccc(Cl)cc2)s1)c1cc2ccccc2o1,90,113,91,83,108,102,90,99
CN(C)c1ccc(/C=N/C2=NNC(C)(c3ccccc3O)N2C(Cc2c[nH]c3ccccc23)C(=O)O)cc1 (centres undefined),89,108,94,76,96,106,86,88
COc1ccc(C2C(N)=NNC2c2cccc(O)c2)cc1 (centres undefined),97,87,81,97,nt,100,104,89
CC12CCCCC1=CC(=O)CC2 (centres undefined),107,nt,101,112,109,99,110,123
O=C(Nc1ccc(F)cc1)C1(C(=O)Nc2ccc(Oc3ncnc4scc(Nc5n[nH]c(=S)s5)c34)cc2)CC1,105,103,89,73,95,102,97,88
Clc1ccc(Sc2nc(NC3CC3)nc(Sc3ccc(Cl)cc3)n2)cc1,44,104,67,72,91,88,81,75
Cc1cc(=O)c(C(=O)O)c(C)n1-c1ccccc1,105,99,104,101,100,104,98,108
CC1OC(O)C(O)C(O)C1O (centres undefined),100,108,107,101,106,100,nt,106
COc1ccc(C(=O)/C=C/c2cc(-c3ccc4c(c3)OCO4)n[nH]2)cc1,77,70,24,77,69,71,70,65
C=CCN1C=CC(=O)[C@H](O)[C@@H]1/C=C/c1ccccc1,86[100 µM],89[100 µM],97[100 µM],105[100 µM],104[100 µM],102[100 µM],95[100 µM],106[100 µM]
CC1CCOS(=O)O1 (centres undefined),103&107,109&121,89&103,93&93,105&99,101&104,106&102,109&107
Cc1ccc(Cl)c(Nc2ccccc2C(=O)O)c1Cl,100&99&88,102&85&104,97,99&104&103,101&92&123,104&133&99,102&108&101,94&111&110
CCCCN(C(=O)c1ccco1)c1ccccc1,101,99,nt,105,91,104,94,102
CC(C)CCC[C@@H](C)[C@H]1CC[C@H]2[C@@H]3CC=C4c5sc(Nc6ccccc6)nc5CC[C@]4(C)[C@H]3CC[C@]12C,97,118,96,nt,108,106,108,99
O=C1NC(=O)C(c2c[nH]c3ccc(Br)cc23)=C1c1cccc2ccccc12,102,102,93,70,98,100,108,102
O=[N+]([O-])c1ccc(Cl)c(-c2cc(CCCCO)on2)c1,109,100,nt,100,98,103,103,102
Nc1ccc(C(=O)Nc2ccc(NC(=O)c3ccco3)c(O)c2)cc1,98,112,103,89,103,100,122,105
CCCC(CCC)NCCOC(=O)c1ccc(N)cc1,102,112,89,95,107,112,109,94

Looked up by structure from the entries so far (four):
Compound,MOLT-4,BT-549,SR,MCF7,MDA-MB-468,MDA-MB-435,MDA-MB-231,K-562
CC12CCCCC1=CC(=O)CC2 (centres undefined),107,nt,101,112,109,99,110,123
O=C(Nc1ccc(F)cc1)C1(C(=O)Nc2ccc(Oc3ncnc4scc(Nc5n[nH]c(=S)s5)c34)cc2)CC1,105,103,89,73,95,102,97,88
O=C1NC(=O)C(c2c[nH]c3ccc(Br)cc23)=C1c1cccc2ccccc12,102,102,93,70,98,100,108,102
CC1OC(O)C(O)C(O)C1O (centres undefined),100,108,107,101,106,100,nt,106

Carrying on:
Compound,MOLT-4,BT-549,SR,MCF7,MDA-MB-468,MDA-MB-435,MDA-MB-231,K-562
O=C(Nc1ncc(Cc2cc(C(F)(F)F)ccc2Cl)s1)C1COc2ccccc2O1 (centres undefined),72,93,83,70,57,28,92,37
c1csc(-c2c3ccc(=[N+]4CCCCC4)cc-3oc3cc(N4CCCCC4)ccc23)c1,-29*,nt,nt,-57*,-90*,-46*,-51*,-29*
COc1ccc(-c2csc(NC(=O)c3cc(O)c(O)c(O)c3)n2)cc1,28,67,15,61,79,64,56,45
CC1=NN(c2ccc(S(=O)(=O)O)cc2)C(=O)C1N=Nc1ccc(-c2ccc(N=Nc3ccc(O)c(C(=O)O)c3)c(C)c2)cc1C (centres undefined),89,104,97,109,112,103,92,99
C=C1C(=O)O[C@H]2[C@H]1CC/C(COC(=O)/C=C\C(=O)NCc1ccc(Cn3c(=O)sn(-c4ccccc4)c3=O)cc1)=C\CC[C@@]1(C)O[C@@H]21,25,93,72,54,31,68,86,16
OC1(O)CCN(Cc2ccccc2)CC1,106,nt,111,97,108,96,122,113
COC(=O)c1cccc(NC2=C(Cl)C(=O)C(C)=C(C)C2=O)c1,11,96,30,82,-62*,104,36,5.2*
CN(C)CCOc1nc2c(c(=O)n(C)c(=O)n2C)n1C,109,nt,109,94,105,107,109,99
CCCCN(C#N)CCCC,109,nt,102,101,113,105,102,116
CC(C)=CC(=O)C=C(C)C,110,111,98,102,113,103,119,92
Cc1ccc(S(=O)(=O)NCCNc2nccc(-c3c(-c4cccc(O)c4)nc4sccn34)n2)cc1,48,98,nt,88,76,69,92,60
CNC(=O)c1cc(Oc2ccc3nc(Nc4ccc(Cl)c(C(F)(F)F)c4)ccc3c2)ccn1,nt,83,30,43,45,52,78,40
O=c1c2ccccc2nc(SCCN2CCCCC2)n1CCc1ccccn1,92,91,95,81,101,101,91,106
O=C(O)c1ccc(-n2cc(CNc3cc(F)c(F)c(F)c3)c(-c3ccc(F)cc3)n2)cc1,74,107,78,58,115,96,95,71
O=C1NC(=O)C([N+](=O)[O-])=C(O)C1=O,98,101,96,99,88,111,100,99
COc1ccc(OC)c(C2OC(c3ccc4ccccc4c3O)=NN2C(C)=O)c1 (centres undefined),62,84,nt,37,54,8.7*,91,31
O=C(CSc1nc2sc3c(c2c(=O)[nH]1)CCCC3)NCCO,99,96,93,95,nt,105,108,88
CC(N)(C(=O)O)C1CCCC1 (centres undefined),113,110,91,86,105,101,112,111
Cc1nc2n(c(=O)c1CCN1CCC(c3noc4cc(F)ccc34)CC1)CCCC2,102&66,102&109,92&110,98&98,86&92,104&101,96&110,100
Cc1cc(C)c2cc3c(nc2c1)Nn1c(nnc1-c1ccc[nH]c1=S)SC3,100,99,89,97,118,94,89,95
COc1ccc(/C=C/C(=O)c2ccc(NC(=O)CSc3nnc(-c4ccc(-c5nc6ccccc6[nH]5)cc4)o3)cc2)cc1,75,88,85,95,113,93,100,88
Nc1nc2nccnc2c(=O)[nH]1,110,102&102,97&102,89&93,107&108,102&102,103&116,100&98
OC[C@H]1O[C@@H](O[C@H]2[C@H](O)[C@@H](O)[C@@H](O)O[C@@H]2CO)[C@H](O)[C@@H](O)[C@H]1O,97,104,98,107,110,95,96,nt
CC(C(=O)n1cc(-c2ccccc2)c(-c2ccccc2)c1)c1ccccc1 (centres undefined),102,117,nt,100,104,104,108,104
O=C(Cl)CC1CC(=O)OC1=O (centres undefined),108,107,100,91,99,101,103,107
CC(C)(O)CN/C=C(\C(=O)OC(C)(C)C)N1C(=O)C2CCCCC2C1=O (centres undefined),105,106,91,95,106,102,113,104
O=C(Nc1ccc(F)cc1)Nc1ccc(NC(=O)c2cc(=O)[nH]c3ccccc23)cc1,103,113,109,108,104,105,108,104
O=C(NC1CCOCC1)c1ccc2c(c1)CN(c1ncc(Cc3cccc(-n4cccn4)c3)s1)CC2,40,31,56,57,41,76,37,59
COc1ccc(/C=C/C(=O)NCCO)cc1,101,102,92,95,101,104,105,96
COc1cnc2c(c1)C(=O)c1c-2n(CCCN2CCCC2)c(=O)c2cc([N+](=O)[O-])ccc12,1.5*,18,-1.1*,3.8*,-41*,2.8*,-49*,-12*
COc1ccc(CC(C#N)c2ccc(Cl)cc2)cc1 (centres undefined),73,75,36,75,24,0.3*,80,42
Cc1nc2nc(N)[nH]c(=O)c2nc1C,120,96,106,96,97,108,92,117
CSc1nc(C)cc(Cl)n1,106,nt,100,103,105,115,118,106
COc1cc(/C=C/C(=O)c2ccc(C(F)(F)F)cc2)ccc1Oc1nc(Nc2ccc(F)cc2)nc(N(C)C)n1,41,91,30,31,66,80,86,48
C#C[C@]1(O)CC[C@H]2[C@@H]3CC[C@H]4CC(F)(F)CC[C@]4(C)[C@H]3CC[C@@]21C,96,59,8.1*,89,88,84,101,76
Oc1ccc(N=Cc2ccc(OCc3ccccc3)cc2)cc1,97,85,97,99,98,88,92,120
Cc1ccc2c(c1)C(=O)C(=O)N2,94,97,92,98,84,107,92,94
CO[C@@H](c1c(Cl)cccc1Cl)[C@H](C)OS(N)(=O)=O,99,110,119,98,81,101,102,94
COc1cc(/C=C2/SC(=O)N(CCCC(=O)N3CCN(c4cc5c(cc4F)c(=O)c(C(=O)O)cn5C4CC4)CC3)C2=O)cc(OC)c1OC,101,101,95,96,107,102,103,103
CC1(C)CC(=O)C(/C=N/C(=S)Nc2ccc(S(N)(=O)=O)cc2)=C(O)C1,103,120,95,99,118,104,102,100
O=C(O)CCC(=O)Nc1ccc(S(=O)(=O)Nc2nccs2)cc1,94&99,96&99,92,104&95,105&107,113&103,102&119,87
CCCCCCCCCCNC(=O)CI,-29*,-87*,-41*,11,-41*,9.6*,9.4*,0.3*
CC12CCC(C(=O)CC1=O)C2(C)C (centres undefined),97&83,104&110,93&122,98&103,99,110&106,105&111,85&102
O=C1CCC23OC(c4ccccc4N12)C(O)C(O)C3O (centres undefined),98,111,112,100,114,110,103,90
CC[N+](C)(CC)CCC[N+]12CCC(CC1)CC2,nt,98,109,97,102,98,111,110

Compound profiles (already shown). Values in the order: MOLT-4 | BT-549 | SR | MCF7 | MDA-MB-468 | MDA-MB-435 | MDA-MB-231 | K-562
CSc1nc(C)cc(Cl)n1 is listed as 106 | nt | 100 | 103 | 105 | 115 | 118 | 106
CC[N+](C)(CC)CCC[N+]12CCC(CC1)CC2 is listed as nt | 98 | 109 | 97 | 102 | 98 | 111 | 110

The list goes on:
Compound,MOLT-4,BT-549,SR,MCF7,MDA-MB-468,MDA-MB-435,MDA-MB-231,K-562
Cc1ccc(S(=O)(=O)C(C)(C)C)cc1,104,110,101,101,99,109,105,113
CCOP(=O)(OCC)/C(C#N)=C\c1ccc(OC(C)=O)cc1,104,92,100,106,105,107,112,91
CCN(CC)CCOCC[C@H]1CC[C@H]2[C@@H]3[C@H](C)Cc4cc(OS(N)(=O)=O)ccc4[C@H]3CC[C@]12C,-52*,-53*,nt,-63*,-87*,-64*,-67*,-64*
NC(=O)NC[C@H](N)C(=O)O,104[20 µM],117[20 µM],nt,99[20 µM],96[20 µM],102[20 µM],98[20 µM],103[20 µM]
Cc1cc(NC(=O)NC(=O)c2ccccc2N(C)C)ccc1Oc1ncc(Br)cn1,26&19,39&18,22&12,17&17,-2.5*,6.7*,9.2*!,1.0*!
CCCCS(=O)(=O)Oc1ccc(-c2nc(C)c(C(=O)OCC)s2)cc1C=O,32,72,-14*,36,52,37,77,14
COc1ccc(OC)c(/C=C2\Cc3c(Br)cccc3C2=O)c1,84,97,82,60,14,85,77,87
CC(O)COc1ccccc1 (centres undefined),90,113,81,112,106,104,111,87
CC1(NCc2ccc(Cl)cc2)COP(=O)(NCc2ccccc2)OC1 (centres undefined),96,106,112,104,114,103,96,103
CCN(CC)c1nc(Cl)nc(Nc2ccc3cc(-c4ccccc4)c(=O)oc3c2)n1,76,117,99,103,92,117,98,85
FC(F)(F)c1ccc(-c2cncnc2NCCCC(F)(F)C(F)(F)C(F)(F)C(F)(F)C(F)(F)C(F)(F)C(F)(F)C(F)(F)F)cc1,96,108,96,94,89,101,113,87
Cc1[nH]c2ccc(F)cc2c1CCNC(=O)C1CCN(C(=O)c2ccc(-c3ccccc3)cc2)CC1,27,41,8.2*,16,49,57,63,17
CCN(CC)CCCC(C)Nc1c(C)cnc2cc(Cl)ccc12 (centres undefined),88,87,84,82,nt,99,54,97
O=C1CC(SC(=S)C2CCCC2=O)C(=O)N1 (centres undefined),97,100,90,91,106,114,105,98
c1ccc(CN2CCCCC2)nc1,88,86,103,102,105,95,102,nt
COC(=O)c1nc(-c2ccccc2)oc1S(=O)(=O)N1CCC(C)CC1,24,82,nt,39,30,76,59,23

Bioassay records deposited in PubChem BioAssay by NCI.
